Screening data (PubChem BioAssay)
LmPK inhibitor = blocks Leishmania mexicana pyruvate kinase activity | Q27686 | purified LmPK, Kinase-Glo ATP luminescence, 1 h | Potency, µM (titrated, usually from 57.5 µM), without a hit: at the top dose activity change, negative = inhibition, hits mostly inhibitors | hit rate 0.37% among 290,000 | AID 1721; also: potency is read from the fitted curve at half-maximal effect
Target sequence (Q27686 whole entry, looked up): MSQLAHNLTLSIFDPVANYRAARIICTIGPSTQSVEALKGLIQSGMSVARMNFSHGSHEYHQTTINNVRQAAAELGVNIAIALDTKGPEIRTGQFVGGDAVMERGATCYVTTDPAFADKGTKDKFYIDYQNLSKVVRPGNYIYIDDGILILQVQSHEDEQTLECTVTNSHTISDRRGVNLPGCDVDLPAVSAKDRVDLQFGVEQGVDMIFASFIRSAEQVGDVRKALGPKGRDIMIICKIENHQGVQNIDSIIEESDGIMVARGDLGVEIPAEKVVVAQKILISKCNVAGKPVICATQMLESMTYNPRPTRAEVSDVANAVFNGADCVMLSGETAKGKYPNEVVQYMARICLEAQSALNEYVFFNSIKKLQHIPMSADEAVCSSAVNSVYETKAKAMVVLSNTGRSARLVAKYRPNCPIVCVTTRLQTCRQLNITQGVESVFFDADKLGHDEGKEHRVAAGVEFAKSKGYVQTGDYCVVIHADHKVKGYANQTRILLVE
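ATP generated from ADP (0.1 mM) and PEP (0.5 mM) by 0.1 nM LmPK over 1 h at room temperature (pH 7.2 imidazole buffer) was detected by coupled luciferase luminescence. Values were normalized to uninhibited and no-enzyme wells.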
AmpC inh detg = inhibitors of E. coli AmpC beta-lactamase with detergent | P00811 | AmpC hydrolysis of nitrocefin, absorbance 480 nm, 0.01% Triton | Potency, µM (series often up to 114 µM), without a hit: at the highest dose activity change, negative = inhibition, usual class: inhibitors | hit rate 0.041% among 370,000;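 also: potency is read from the fitted curve at half-maximal effect; 0% = no-compound wells and -100% = no-enzyme wells; nearly all actives have a fitted effect of over 25% in size; some results filed as inactive show a strong effect at the top dose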
Target sequence (P00811 whole entry, looked up): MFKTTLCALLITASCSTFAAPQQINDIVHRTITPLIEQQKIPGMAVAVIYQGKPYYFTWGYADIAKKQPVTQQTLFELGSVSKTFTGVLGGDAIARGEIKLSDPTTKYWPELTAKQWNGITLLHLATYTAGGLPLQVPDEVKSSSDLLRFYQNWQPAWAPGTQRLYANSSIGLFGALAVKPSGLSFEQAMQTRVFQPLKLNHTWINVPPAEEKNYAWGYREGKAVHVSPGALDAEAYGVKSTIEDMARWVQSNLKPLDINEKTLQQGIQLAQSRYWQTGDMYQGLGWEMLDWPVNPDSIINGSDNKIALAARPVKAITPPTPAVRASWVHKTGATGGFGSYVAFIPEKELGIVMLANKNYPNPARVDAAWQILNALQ
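AmpC (5.3 nM in the dispensed reagent) in 20 mM phosphate pH 7.0 with 0.01% (detergent screen) or 0.0001% Triton X-100 was preincubated with compounds for 15 min at room temperature. Nitrocefin was then added from an 800 uM solution, and hydrolysis was followed at 480 nm.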
HCMV antiviral = human cytomegalovirus inhibition; HFF cells, HCMV-luciferase reporter, 72 h; active compounds read low; activity change, negative = inhibition, % at 57.5 µM; hit rate 4.5% among 410,000; AID 1259415; in the data active = activity change below about -60%; inconclusive = no clear call, values can overlap the other calls; inactive = above about -39%
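Cell-based, HFFs, 1000 cells/well, 16 h 37C; cpds in DMSO + HCMV-luc, MOI 1 PFU/cell; 72 h 37C; OneGlo luminescence after 5 min RT; norm. to buffer vs Salinomycin 10uM.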
AMA1 RON2 block = disrupts binding of P. falciparum AMA1 to RON2; AlphaScreen AMA1-biotinylated RON2 peptide binding; hit rate 0.2% among 360,000; Potency, µM (series often up to 58.2 µM), for inactives: top-dose activity change, negative = inhibition, most hits filed as inhibitors; AID 720542;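 also: potency is read from the fitted curve at half-maximal effect; 0% = vehicle wells and -100% = peptide control; nearly all actives have a fitted effect of over 45% in size; some results filed as inactive show a strong effect at the top dose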
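AMA1 (3D7) with his tag at 25 nM final met compounds first, then biotinylated RON2 peptide at 25 nM; detection used donor plus acceptor beads, 10 µg/mL apiece, read by AlphaScreen after 30 min at room temperature.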
Sm TGR inh = inhibitors of Schistosoma mansoni thioredoxin glutathione reductase; Q962Y6; purified TGR, DTNB reduction, TNB absorbance 405 nm; Potency, µM (titrated, usually from 114 µM), without a hit: top-dose activity change, negative = inhibition, hits mostly inhibitors; hit rate 3% among 360,000; AID 485364; also: potency is read from the fitted curve at half-maximal effect; nearly all actives have a fitted effect of over 60% in size
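First, TGR (20 nM dispensed) and NADPH were mixed with compound. Second, a 15 min room-temperature incubation followed. Third, further NADPH and then DTNB were added to start the reaction. Finally, TNB absorbance was monitored kinetically.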
Tb PYK inh = blocks Trypanosoma brucei pyruvate kinase; Q57TT1; TbPYK enzyme, Kinase-Glo Plus ATP luminescence, 45 min; Potency, µM (series often up to 76.8 µM), without a hit: at the highest dose activity, negative = inhibition, most hits filed as inhibitors; hit rate 0.12% among 410,000; also: potency is read from the fitted curve at half-maximal effect; nearly all actives have a fitted effect of over 50% in size
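Readout: single end-point luminescence (Kinase-Glo Plus, 10 min). Reaction conditions were TbPYK/substrate plus 130 uM ADP, 45 min at RT, pH 7.2 TEA buffer. No-enzyme wells served as controls, and data were normalized before concentration-response fitting.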
AmpC inh no detg = AmpC beta-lactamase inhibition without detergent | P00811 | AmpC nitrocefin hydrolysis, absorbance 480 nm, 0.0001% Triton | Potency, µM (titrated, usually from 57.1 µM), without a hit: top-dose activity change, negative = inhibition, most hits filed as inhibitors | hit rate 0.52% among 330,000 | AID 485341;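 also: potency is read from the fitted curve at half-maximal effect; plate controls were no compound for no effect and no enzyme for full effect; nearly all actives have a fitted effect of over 20% in size; some results filed as inactive show a strong effect at the top dose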
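20 mM phosphate pH 7.0 + 0.01% (detergent screen) or 0.0001% Triton X-100; 5.3 nM AmpC reagent; cpd preinc 15 min RT; nitrocefin (800 uM stock) to start; A480 q20 s × 4 min; Activity was normalised to no-enzyme and no-compound control wells.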
* = called active by the depositor; ? = inconclusive; / = no result given; [ ] = remark or other dose. Unless noted, calls follow the shape of the dose curve; as a rule, active = well fitted curve in the direction sought with a large enough effect; inconclusive = small, poorly fitted or top-dose-only effect, or another doubt; inactive = no such curve, though single readings can be large; an effect the other way counts as inactive or inconclusive. Unless noted, % is scaled to controls: 0 for no effect and ±100 for the full control effect.

SMILES	LmPK inhibitor	AmpC inh detg	HCMV antiviral	AMA1 RON2 block	Sm TGR inh	Tb PYK inh	AmpC inh no detg
CC(Cc1cccs1)NC(=S)Nc1ccc(Cl)cc1 (stereo not given)	3%	-4%	-92*	-25%	-13%	4%	-41%
COc1ccc(-c2cc(C(F)(F)F)nc(-n3ccnc3C)n2)cc1	4%	-12%	-39	-10%	23%	4%	-4%
CCC(=O)/C=C1\Sc2ccc(OC)cc2N1CCO	1%	-2%	?	2%	-15%	-5%	-15%
CC(C)Oc1ccc(CNC(=O)c2cnc3sc(N4CCCCCC4)nn3c2=O)cc1	/	-6%	-5	/	-2%	-1%	/
Cc1nc2nc(SCC(=O)N3CCC4(CC3)OCCO4)nn2c(C)c1Cc1ccccc1	4%	-6%	39	-6%	0%	4%	78%[activator]
O=C(N/N=C/c1ccc([N+](=O)[O-])cc1)c1cc2ccccc2o1	9%	-1%	-38	2%	9%	3%	76%[activator]
C#CCOCCOCCOCCNc1nc(N2CCN(C(=O)[C@H](CCC(=O)O)n3cc([C@@H](N)[C@H](C)CC)nn3)CC2)nc(N2CCN(C(=O)[C@H](CCC(=O)O)n3cc([C@@H](N)CCSC)nn3)CC2)n1	/	/	-17	24%	/	1%	162%[activator]
CS(=O)(=O)N(Cc1ccc(Cl)cc1)c1ccc(C(=O)NCCC2=CCCCC2)cc1	1%	-11%	9	-7%	-8%	4%	14%
O=C(O)c1ccc2c(c1)N(Cc1ccccc1)C(=O)c1ccccc1S2=O (stereo not given)	6%	?	33	16%	2%	8%	-28%
NC(=O)CC(NC(=O)c1ccc(Br)cc1)c1ccc(NC2CCCCCC2)c([N+](=O)[O-])c1 (stereo not given)	4%	-12%	?	-10%	1%	-6%	-38%
COC(CNC(=O)C1CCC(CNS(=O)(=O)c2c(C)cc(C)cc2C)CC1)OC (stereo not given)	3%	-2%	2	-5%	0%	-1%	131%[activator]
COC(=O)C1CC2(C(=O)OC)CC(C(=O)OC)(CC(C(=O)OC)C2=O)C1=O (stereo not given)	/	/	0	12%	/	2%	/
Cc1noc(/C=C/N(C)C)c1S(=O)(=O)N1CCCC(C(=O)NCc2ccc(Cl)cc2)C1 (stereo not given)	7%	4%	-10	-29%	8%	0%	10%
CCN(CC1COc2ccccc2O1)C(=S)Nc1ccc(F)cc1 (stereo not given)	0%	-2%	?	-13%	5%	3%	-36%
COc1ccc(CCNC(=O)c2cc(C)oc2C)cc1	-8%	1%	-23	-14%	-30%	-3%	-16%

Exported with each value named: entries from further up
canonical_smiles: Cc1noc(/C=C/N(C)C)c1S(=O)(=O)N1CCCC(C(=O)NCc2ccc(Cl)cc2)C1 (stereo not given)
  LmPK inhibitor: 7%
  AmpC inh detg: 4%
  HCMV antiviral: -10
  AMA1 RON2 block: -29%
  Sm TGR inh: 8%
  Tb PYK inh: 0%
  AmpC inh no detg: 10%
canonical_smiles: CCN(CC1COc2ccccc2O1)C(=S)Nc1ccc(F)cc1 (stereo not given)
  LmPK inhibitor: 0%
  AmpC inh detg: -2%
  HCMV antiviral: ?
  AMA1 RON2 block: -13%
  Sm TGR inh: 5%
  Tb PYK inh: 3%
  AmpC inh no detg: -36%
canonical_smiles: COc1ccc(CCNC(=O)c2cc(C)oc2C)cc1
  LmPK inhibitor: -8%
  AmpC inh detg: 1%
  HCMV antiviral: -23
  AMA1 RON2 block: -14%
  Sm TGR inh: -30%
  Tb PYK inh: -3%
  AmpC inh no detg: -16%

The listing picks up with the three entries that preceded the break.
SMILES	LmPK inhibitor	AmpC inh detg	HCMV antiviral	AMA1 RON2 block	Sm TGR inh	Tb PYK inh	AmpC inh no detg
Cc1noc(/C=C/N(C)C)c1S(=O)(=O)N1CCCC(C(=O)NCc2ccc(Cl)cc2)C1 (stereo not given)	7%	4%	-10	-29%	8%	0%	10%
CCN(CC1COc2ccccc2O1)C(=S)Nc1ccc(F)cc1 (stereo not given)	0%	-2%	?	-13%	5%	3%	-36%
COc1ccc(CCNC(=O)c2cc(C)oc2C)cc1	-8%	1%	-23	-14%	-30%	-3%	-16%
CCCn1nnc(NC(=O)c2cc(Br)ccc2OC)n1	-8%	-1%	2	4%	5%	2%	-18%
S=c1[nH]ncc2ccccc12	-1%	?	8	-8%	-12%	6%	0%
CCCn1cc(S(=O)(=O)c2cccc(Cl)c2)c(=O)c2cc(F)c(N3CCCC3)cc21	/	3%	-34	/	4%	0%	/
COc1ccc(S(=O)(=O)NCC2CC3C=CC2C3)cc1OC (stereo not given)	0%	-11%	1	-1%	0%	-5%	-7%
O=C(OC1CCS(=O)(=O)c2sccc21)c1ccccc1 (stereo not given)	0%	-14%	-6	0%	-22%	-6%	-28%
COc1cc(/C=N/NC(=O)c2cnn3c(C)cc(-c4ccccc4)nc23)ccc1O	-1%	1%	-24	1%	15%	-2%	2%
CC(C)(C)c1ccc(C(=O)Nc2nonc2-c2nc3ccccc3[nH]2)cc1	0%	-14%	-16	0%	5%	0%	?
CC(OC(=O)c1ccc2ncsc2c1)C(=O)N(C)C1CCCCC1 (stereo not given)	/	-2%	-37	21%	-4%	-5%	28%
O=C(CNC(=O)c1ccc2c(c1)OCO2)N/N=C/c1cc(Br)ccc1O	2%	-11%	9	43%[activator]	6%	2%	-34%
C=CCNc1nc(=S)[nH]c2cc(OC)c(OC)cc12	-2%	-12%	29	-5%	-16%	3%	-24%
Cc1ccc(NC(=O)COC(=O)c2ccc(Cl)nc2)cc1S(=O)(=O)N1CCCCC1	/	0%	-7	19%	5%	3%	-44%
Cc1ccc(N2C(=O)CC(Sc3ncccn3)C2=O)cc1C (stereo not given)	7%	-9%	-14	0%	?	-11%	-7%
C=CCn1c(C)nnc1SCC(=O)NC1CC1	4%	-8%	48	21%	6%	-10%	-10%
CN(CC(=O)NCc1ccc2c(c1)OCO2)S(=O)(=O)c1ccc(Cl)cc1	/	/	0	14%	/	1%	-29%
CCOc1ccccc1NC(=O)COC(=O)CC(NC(N)=O)c1ccc(Cl)cc1 (stereo not given)	6%	-5%	0	13%	-6%	0%	46%

Compounds listed so far that contain an NH in an aromatic ring:
SMILES	LmPK inhibitor	AmpC inh detg	HCMV antiviral	AMA1 RON2 block	Sm TGR inh	Tb PYK inh	AmpC inh no detg
S=c1[nH]ncc2ccccc12	-1%	?	8	-8%	-12%	6%	0%
CC(C)(C)c1ccc(C(=O)Nc2nonc2-c2nc3ccccc3[nH]2)cc1	0%	-14%	-16	0%	5%	0%	?
C=CCNc1nc(=S)[nH]c2cc(OC)c(OC)cc12	-2%	-12%	29	-5%	-16%	3%	-24%

The listing continues.
SMILES	LmPK inhibitor	AmpC inh detg	HCMV antiviral	AMA1 RON2 block	Sm TGR inh	Tb PYK inh	AmpC inh no detg
O=C(NCCc1ccccc1)c1cc2ncc(Br)cn2n1	-15%	-10%	80	-20%	3%	-7%	-21%
O=S(=O)(O)c1ccc(O)c2cc(Nc3ccccc3)ccc12	/	/	30	3.2µM*	/	?	/
CC1CCN(S(=O)(=O)c2ccc3c(c2)c(=O)c(C(=O)NCc2ccc(Cl)cc2)cn3C)CC1	/	-1%	11	/	-4%	0%	/
COc1cc(O)c2c(c1)COC2=O	-4%	4%	?	8%	-21%	-6%	7%
Cc1cc(C(C#N)c2cccc(Cl)c2)n2ncnc2n1 (stereo not given)	-4%	-5%	-2	-2%	-5%	2%	-32%
COc1cccc(C(NC(C)=O)c2nc(-c3cc4ccccc4o3)cs2)c1 (stereo not given)	/	/	-28	0%	/	-6%	/
CCN1C(=O)CC(N2CCC(C(=O)N3CCCCCC3)CC2)C1=O (stereo not given)	-1%	-6%	-33	9%	-14%	-2%	3%[2.29 µM]
COc1ccc(CN2CCn3ncc(C(=O)Nc4cc(C)cc(C)c4)c3C2=O)cc1	-1%	-13%	-15	-14%	0%	-3%	0%
O=C(O)CSc1nnc(-c2cccc(S(=O)(=O)N3CCCCC3)c2)o1	5%	3%	7	-3%	3%	-6%	-5%
Cc1cc(C)c(NC(=O)c2ccc(S(=O)(=O)N3CCOCC3)cc2)c(C)c1	0%	?	22	-9%	4%	-7%	8%
O=C(c1cc(Cl)nc2ccccc12)N1CCc2ccccc2C1	2%	-2%	44	-10%	0%	1%	-3%
O=C(NCc1ccccc1)c1nc2ccccc2s1	2%	?	?	20%	6%	0%	-35%
COc1ccc(C(C)=O)cc1Cn1c(C)c(C(=O)NCc2cccc(C(F)(F)F)c2)sc1=O	/	/	-10	-15%	/	-2%	/
Cc1cccc(OCC(=O)NCc2cc(C)nc3ccccc23)c1	-1%	-6%	?	11%	-20%	-17%	17%
C=CCSC1=N/C(=C\c2ccc3c(c2)OCO3)C(=O)S1	-1%	-4%	-5	15%	0%	0%	-38%
CCC/C(C#Cc1ccsc1)=C1/c2ccccc2C(=O)N1c1ccccc1	/	/	28	34%[activator]	/	0%	-26%
O=C(CN1C(=O)C(c2ccc(F)cc2)=NC12CCCCCC2)Nc1ccccc1Cl	/	10%	-14	/	6%	5%	/
O=C(NC1CCCC1)C1CCCN1C(=O)Nc1ccccc1 (stereo not given)	-4%	?	-24	-10%	8%	-4%	-7%
CCC(C(=O)N1CCOCC1)n1c2ccccc2c2nc(=O)cc(C)n21 (stereo not given)	-5%	?	33	-1%	-2%	-1%	2%
CC1CN(C(=O)Cn2c(=O)oc3ccccc32)CC(C)O1 (stereo not given)	3%	-6%	-2	-10%	-5%	0%	55%
COC(=O)C1CCN(C(=O)c2ccccc2Oc2ccccc2)CC1	-2%	-7%	37	-1%	6%	1%	12%
COc1ccc(NC(=S)NN(C)C(=S)Nc2ccc(OC)cc2)cc1	1%	-8%	-27	23%	2%	-21%	-47%
COc1cc(C#N)ccc1OC(=O)Cc1cc(OC)c(OC)c(OC)c1	-2%	-5%	7	1%	-4%	1%	-12%
O=c1c2nnn(-c3ccc(Br)cc3)c2ncn1Cc1ccccn1	-7%	4%	23	5%	-2%	2%	-12%
C/C(CC(=O)NC1CCCCC1)=N\NC(=O)c1ccc(Br)cc1	4%	0%	-3	82%[activator]	0%	4%	-13%
Cc1ccc(NC(=O)c2ccccc2N2C(=O)C3C4C=CC(C5CC45)C3C2=O)cc1C (stereo not given)	-3%	0%	-4	-3%	13%	-1%	46%
COc1ccc(NC(=O)C2CC2)cc1-n1cnnn1	3%	?	30	-4%	-28%	1%	-10%
